Salmonella PhoP GFP – Inhibition of PhoP regulon, Salmonella typhi GFP reporter cells, confirmation, 4 h (AID 1850). 310,000 tested, 0.33% active. inhibition, % at 50 µM; hits with a dose series show IC50 in µM. Salmonella Typhi PhoP-promoter GFP reporter, fluorescence, 4 h; higher % means a stronger effect; in the data active = a potency from the dose series; inconclusive = inhibition mostly from about 25% at the one dose, without a potency; inactive = the rest, 99 in 100 with inhibition below about 19%;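 also: 0% = induced wells with vehicle and 100% = uninduced wells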
H37Rv inhibition – M. tuberculosis growth inhibition, HTS (AID 449762); M. tuberculosis H37Rv growth inhibition, 7H9 media; higher % means a stronger effect; inhibition, % at 25 µM, or IC50 in µM where a hit was titrated; 330,000 tested, 0.59% active; in the data active = a potency from the dose series; inconclusive = inhibition above about 70% without an active follow-up result;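 also: bacterial growth assessed after seven days of incubation; strong numbers were not always called active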
tuberculosis growth – growth inhibition of non-replicating M. tuberculosis (AID 488890) | Mycobacterium tuberculosis non-replicating, growth inhibition; higher % means a stronger effect | one-dose inhibition, % at 25 µM; IC50 in µM for titrated hits | 320,000 tested, 0.39% active; in the data active = a potency from the dose series; inconclusive = inhibition mostly from about 82% at the one dose, without a potency; inactive = the rest, 99 in 100 with inhibition below about 76%;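 also: plate controls were DMSO cells for no effect and high antibiotic wells for full effect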
VEEV TC-83 Vero – inhibitors of VEEV TC-83 cytopathic effect, confirmation, Vero cells (AID 588727). 350,000 tested, 0.13% active. one-dose inhibition, % at 20 µM; IC50 in µM for titrated hits. Vero cells, VEEV TC-83 cytopathic effect inhibition; higher % means a stronger effect; in the data active = a potency from the dose series; inconclusive = inhibition mostly from about 14% at the one dose, without a potency; inactive = the rest, 99 in 100 with inhibition below about 12%; also: strong numbers were not always called active
H1N1 NS1A inhibition – NS1A inhibition, H1N1 influenza, cell based functional assay (AID 504329); 340,000 tested, 0.3% active; inhibition, % at 12.5 µM, or IC50 in µM where a hit was titrated; NS1A functional cell-based assay, percent inhibition; higher % means a stronger effect; in the data active = a potency from the dose series; inconclusive = inhibition above about 27% without an active follow-up result; also: strong numbers were not always called active
VEEV TC-83 Vero 10K pilot screen – recorded beside VEEV TC-83 Vero, whose call it bears; inhibition, %; measured here: 10K pilot screen inhibition
The depositor's hits bear a star; i = inactive; ? = inconclusive; nt = not tested or not shown. Rows were taken by chance, and some 1.5% of all compounds hit somewhere here.

SMILES	Salmonella PhoP GFP	H37Rv inhibition	tuberculosis growth	VEEV TC-83 Vero	H1N1 NS1A inhibition	others
CNC(=O)c1cc(C(=O)c2ccc(Cl)cc2)c[nH]1	3%	13%	19%	i	-5%
COc1ccc(NS(=O)(=O)c2ccc(O)c(C(=O)OCC(=O)N3CCCCC3)c2)cc1	nt	-4%	-15%	2.6%	-8%
Cc1cc(C(=O)NCc2ccc(S(N)(=O)=O)cc2)cs1	-4%	-1%	-9%	2.2%	-5%
O=C(O)Cc1cn(-c2ccccc2)nc1-c1ccccc1	5%	0%	-18%	2.5%	0%
COC(=O)c1ccc(C2/C(=C(/O)c3ccc(OC)cc3)C(=O)C(=O)N2CC2CCCO2)cc1 (centres undefined)	-14%	-9%	5%	1.5%	1%
Cc1nn(CC(=O)NCCCN2CCCCC2)c(=O)c2cccn12	4%	3%	6%	i	-13%
CCc1cccc(C)c1NC(=S)NCC(c1cccnc1)N1CCOCC1 (centres undefined)	-1%	-8%	-24%	0.7%	-3%
COc1cccc(CN2CCNC(=O)C2CC(=O)NCCN2CCCCC2=O)c1 (centres undefined)	-1%	1%	1%	0.7%	5%
O=C(CSc1nnc(NC(=O)C2CC2)s1)Nc1ccc(F)cc1F	-7%	-19%	-2%	3.5%	-22%
COc1ccc(OCC(O)CN2CCN(c3ccc(Cl)cc3)CC2)cc1 (centres undefined)	8%	6%	-32%	0.7%	-22%

6 compounds picked at random from those above, as already listed:
SMILES	Salmonella PhoP GFP	H37Rv inhibition	tuberculosis growth	VEEV TC-83 Vero	H1N1 NS1A inhibition	others
O=C(CSc1nnc(NC(=O)C2CC2)s1)Nc1ccc(F)cc1F	-7%	-19%	-2%	3.5%	-22%
COc1ccc(NS(=O)(=O)c2ccc(O)c(C(=O)OCC(=O)N3CCCCC3)c2)cc1	nt	-4%	-15%	2.6%	-8%
COc1ccc(OCC(O)CN2CCN(c3ccc(Cl)cc3)CC2)cc1 (centres undefined)	8%	6%	-32%	0.7%	-22%
CCc1cccc(C)c1NC(=S)NCC(c1cccnc1)N1CCOCC1 (centres undefined)	-1%	-8%	-24%	0.7%	-3%
O=C(O)Cc1cn(-c2ccccc2)nc1-c1ccccc1	5%	0%	-18%	2.5%	0%
COc1cccc(CN2CCNC(=O)C2CC(=O)NCCN2CCCCC2=O)c1 (centres undefined)	-1%	1%	1%	0.7%	5%

Carrying on.
SMILES	Salmonella PhoP GFP	H37Rv inhibition	tuberculosis growth	VEEV TC-83 Vero	H1N1 NS1A inhibition	others
N#CCCN(C(=O)CN1C(=O)NC2(CCCC2)C1=O)c1ccccc1F	4%	-5%	-1%	2.7%	19%
C#CCOc1ccc(C2C3=C(CC(C)(C)CC3=O)N(CC(=O)O)C3=C2C(=O)CC(C)(C)C3)cc1OC	-3%	-10%	9%	40%	-6%
O=C(COc1cc(Cl)ccc1Cl)Nc1nnc(C2CC2)s1	6%	9%	15%	8.1%	-12%
COCCn1nnnc1C(c1cc2ccc(OC)cc2[nH]c1=O)N1CCc2ccccc2C1 (centres undefined)	22%	-4%	15%	7.2%	-5%
CCC(=O)n1nc(-c2ccc(OC)cc2)nc1N	8%	-6%	17%	i	-29%
CCOc1ccc(-c2nnn(CC(=O)Nc3cc(OC)ccc3OC)n2)cc1OCC	2%	2%	-5%	0.7%	-2%
Cn1cc(C(=O)N2CCc3ccccc3C2)c(=O)c2cc(S(=O)(=O)N3CCCCC3)ccc21	8%	0%	-1%	nt	nt
COc1ccc([N+](=O)[O-])cc1N(CC(O)CN1C(=O)NC(C)(C)C1=O)S(=O)(=O)c1ccccc1 (centres undefined)	-4%	2%	nt	1.4%	7%
CC1(C2CC2)NC(=O)N(CC(=O)NCC(=O)Nc2ccc(F)c(F)c2F)C1=O (centres undefined)	nt	0%	-7%	5.7%	3%
Cc1cc(=O)n2c(n1)NC(Nc1cccc(C)c1C)=NC2c1ccc(F)cc1 (centres undefined)	-1%	0%	6%	i	nt
CN(C)CCCNS(=O)(=O)c1ccc(N2CCC(c3ccc(Cl)cc3)=N2)cc1	1%	-3%	?	nt	nt
CC1=C(C(N)=O)C(c2ccccn2)n2nc(SCc3ccccc3Cl)nc2N1 (centres undefined)	-14%	4%	4%	4.3%	0%	VEEV TC-83 Vero 10K pilot screen=1.1
CC(C)NC(=O)CN(C(=O)CCC(=O)Nc1nccs1)c1ccc(C(C)C)cc1	-6%	0%	4%	i	20%
Cc1ccc(OCCn2cc(C#N)c3ccccc32)cc1	-3%	21%	41%	1.5%	0%
O=C(Nc1ccnc(-c2cccnc2)n1)c1ccc(F)cc1	-9%	8%	-3%	nt	nt
Cc1ccc(S(=O)(=O)N=C2SCCCS2)cc1	-10%	-3%	7%	i	5%
CC(C)CCNC(=O)c1cc(-c2cccs2)nc2ccccc12	1%	6%	1%	7.9%	-5%
CC1CCN(C(=O)CSc2nc3c(cnn3-c3ccc(Cl)cc3)c(=O)[nH]2)CC1	nt	-3%	nt	4.8%	-5%
C=CCOc1ccc(/C=N/NC(=O)C(=O)Nc2ccccn2)cc1OC	-7%	?	5%	0.9%	-4%
O=C(Cc1ccc(-n2c(=O)c3ccccc3n(Cc3cccc([N+](=O)[O-])c3)c2=O)cc1)NCC1CCCO1 (centres undefined)	-6%	1%	1%	nt	nt
Cc1ccc(OC(C)C(=O)Nc2ccc(F)cc2)c([N+](=O)[O-])n1 (centres undefined)	nt	-3%	4%	7.7%	1%
Cc1cc2nc3c(nc2cc1C)CCCC3	7%	-5%	-13%	i	17%
COc1ccc(CCNC(=O)Cn2nc(C)n3nc(-c4ccccc4)cc3c2=O)cc1OC	0%	-2%	-3%	0.3%	0%
CCCC(=O)Nc1nc(CC(=O)OCC)cs1	1%	0%	1%	0.6%	-5%
Cc1ccc(-c2c(C)n([O-])c3c([n+]2=O)CCCCC3)cc1	4%	-3%	1%	i	-8%
COc1cccc(N2CC(C(=O)Nc3nnc(SCC(=O)N4CCCC4)s3)CC2=O)c1 (centres undefined)	-8%	-20%	1%	8.2%	-5%
COc1cccc(CNC(=O)CCNC(=O)C2CCN(S(=O)(=O)c3ccc(F)cc3)CC2)c1	7%	4%	-2%	5.8%	-3%
COc1ccc(N2CCc3c(C)nc4c(OC)cccc4c32)cc1	12%	5%	34%	1.9%	-3%
C/C(=N\NC(=O)CN1CCN(S(=O)(=O)c2ccc(C)cc2)CC1)c1cccnc1	-4%	-2%	-8%	0.6%	-15%
COC(=O)c1nn(-c2cccc(Cl)c2)ccc1=O	1%	-11%	-8%	i	-7%
Cc1nnc(SCC(=O)c2ccccc2)n1Cc1ccccc1	-1%	-3%	25%	1.2%	23%
OCCC1CN(Cc2cccn2-c2ccccn2)CCN1C1CCCCC1 (centres undefined)	-4%	-2%	-8%	0.8%	10%
CCC(CC)c1nc(C#N)c(NCc2ccccc2)o1	-3%	12%	25%	0.1%	-2%
O=C(Cc1ccccc1)Nc1ccccc1C(=O)N1CCCCCC1	-9%	-1%	9%	i	6%
CC1CCCC(NC(=O)c2ccc3c(c2)N(Cc2ccccc2)C(=O)CS3=O)C1C (centres undefined)	-10%	-10%	14%	0.6%	-3%
CC(=O)Nc1ccc(-c2nnc(SCc3ccccc3C#N)n2C)cc1	7%	1%	-25%	1.1%	1%
COc1ccc(/C=N/NC(=O)COc2cccc3ccccc23)c(C(=O)O)c1OC	0%	-2%	-6%	0.7%	-5%	VEEV TC-83 Vero 10K pilot screen=1.1
CCOC(=O)NC(=O)c1cn(-c2ccc(OC)cc2)c(=O)[nH]c1=O	3%	1%	-7%	0.6%	-8%
c1ccc(NN=C2c3ccccc3-c3ccccc32)cc1	nt	nt	nt	7.5%	4%
CC(=O)Nc1ccc(S(=O)(=O)NC2(C(F)(F)F)NC(=O)N(Cc3ccccc3)C2=O)cc1 (centres undefined)	10%	-5%	-13%	0.7%	-4%
COc1ccc(C(=O)c2coc3ccc(O)c(CN4CCCCC4)c23)cc1	0%	0%	34%	i	-7%
COc1cccc(-c2nnc(SCC3CNC(=O)O3)n2-c2ccc(Cl)cc2)c1 (centres undefined)	-1%	1%	1%	1.0%	2%
O=[N+]([O-])c1ccc2c(c1)nc1n2CCSC1	-2%	-2%	9%	1.9%	-8%
N#Cc1cc2c(nc1SCc1ccccc1)CCCC2	-3%	-8%	-13%	0.3%	4%
COc1ccccc1CCC(=O)Nc1ccc2c(c1)CN(Cc1ccc(C)o1)CC2	4%	31%	22%	1.9%	11%
COc1ccc2[nH]cc(CCNC(=O)CC[C@H]3O[C@@H](n4cc(C)c(=O)[nH]c4=O)C[C@@H]3O)c2c1	nt	nt	nt	0.5%	-11%
NC(=O)CC(NC(=O)Cc1cccc2ccccc12)c1ccc(NC2CCCCCCC2)c([N+](=O)[O-])c1 (centres undefined)	5%	-7%	9%	2.9%	4%
COc1ccc(NC(=O)C2CCCC2)cc1	-7%	0%	55%	0.1%	-4%
NC(=O)C1CCN(C(=O)CN2CCc3ccccc32)CC1	2%	-1%	3%	i	3%
CCN(CC)S(=O)(=O)c1ccc(NC(=O)Cn2c(=O)oc3ccccc32)cc1	4%	4%	-3%	2.1%	-5%

(next part)
SMILES	Salmonella PhoP GFP	H37Rv inhibition	tuberculosis growth	VEEV TC-83 Vero	H1N1 NS1A inhibition	others
Cc1ccc(NC(=O)C2CCCN(c3ncnc4c3nc3n4CCCCC3)C2)nc1 (centres undefined)	-32%	67%	11%	9.2%	24%
O=C(CCc1nc2ccccc2c(=O)[nH]1)NCCN1C(=O)S/C(=C\c2ccc(Cl)cc2Cl)C1=O	-8%	-5%	-3%	8.0%	-12%
Oc1ccc(-c2nnc(SCc3ccccc3)o2)cc1	10%	?	nt	3.8%	-2%
O=C1c2c(O)cccc2Cc2cccc(O)c21	2%	-3%	2%	1.1%	7%
S=C(c1cccs1)N1CCN(c2ccccc2)CC1	nt	nt	nt	3.1%	4%
N=C(N)SCc1ccc(Cl)c2ccccc12	nt	nt	nt	3.3%	3%
CN1CCc2ccccc2C1C1CCNCC1 (centres undefined)	1%	-11%	5%	4.1%	-5%
O=C1CC(N2CCOCC2)C(=O)N1c1cccc(Cl)c1 (centres undefined)	-1%	0%	2%	0.1%	-1%
COc1ccc(N2CCN(C(CNC(=O)C(=O)NCCCO)c3ccco3)CC2)cc1 (centres undefined)	-1%	3%	7%	0.0%	2%
CC1C=CCC2C(=O)N(c3cccc(C(=O)N4CCN(c5ccc(F)cc5)CC4)c3)C(=O)C12 (centres undefined)	-3%	-1%	26%	4.1%	-2%	VEEV TC-83 Vero 10K pilot screen=2.1
CCOc1ccc(S(=O)(=O)N2CCOCC2)cc1NC(=O)Cc1c(F)cccc1Cl	7%	-3%	-6%	2.0%	1%
C=CCOc1ccc2c(c1)c(S(=O)(=O)c1ccc(C)cc1)cn2COC	-2%	0%	8%	2.5%	-3%
CN(c1ccccc1)S(=O)(=O)c1ccc(C(=O)NCC(c2ccco2)N2CCCCC2)cc1 (centres undefined)	nt	0%	31%	0.6%	-4%
CCN(C(=O)COC(=O)c1cccnc1Nc1ccccc1F)C1CCS(=O)(=O)C1 (centres undefined)	-3%	-5%	3%	0.3%	0%
CN(CC(=O)Nc1ccccc1Cl)C(=O)COC(=O)c1cc([N+](=O)[O-])ccc1N1CCOCC1	-2%	-2%	7%	5.2%	3%
N#C/C(=C\Nc1ccc2c(c1)OCCO2)c1nc2ccccc2[nH]1	-2%	5%	-2%	11%	7%
COC(=O)/C(C#N)=C/c1ccc(-c2ccc(S(N)(=O)=O)cc2)o1	1%	-1%	8%	1.1%	-10%
COc1cccc(C2C(C(=O)OC(C)C)=C(C)Nc3ncnn32)c1 (centres undefined)	1%	11%	12%	i	-9%
COCc1c(C(=O)NCCOc2ccc(Cl)cc2)oc2ccccc12	nt	19%	60%	i	1%
CCCCC(C(=O)O)C(C)CC(=O)Nc1ccn(-c2ccccc2)n1 (centres undefined)	1%	5%	-19%	1.1%	1%
O=c1c2c3c(sc2n(CCN2CCCCC2)c(=O)n1Cc1ccco1)CCCCC3	-9%	55%	35%	i	12%
O=C(COC(=O)CN1C(=O)c2ccccc2C1=O)Nc1ccccc1	nt	4%	-8%	3.4%	4%
Cc1ccc(S(=O)(=O)N2[C@@H](c3ccc4c(c3)OCO4)C(C(=O)O)=C[C@H]2CC2CCCC2)cc1	nt	4%	56%	i	4%
CCCc1cc(C(=O)N/N=C/c2ccc(CC)s2)c2ccccc2n1	-9%	-2%	2%	2.8%	6%
CCOC(=O)c1cnn(C)c1NC(=O)c1ccc([N+](=O)[O-])cc1	4%	0%	-14%	2.9%	6%
N#Cc1nc(-c2ccc(F)cc2)oc1NCc1ccco1	8%	-2%	5%	1.0%	6%
Cc1cccc(NC(=S)N2CCN(c3ccccn3)CC2)c1	-2%	6%	0%	1.2%	0%
